GLP1R cytotox – cytotoxicity in counter-screen for GLP-1R inverse agonists. HEK293 cAMP-luciferase reporter cells, luminescence, 24 h. Potency, µM (titrated, usually from 38.3 µM), inactives show at the highest dose activity change, negative = inhibition, hits mostly inhibitors. 0.13% of 410,000 active;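 also: loss of luciferase light is scored as toxicity; potency is read from the fitted curve at half-maximal effect; % is scaled to controls: 0 for no effect and ±100 for the full control effect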
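Luminescence readout: signal drop marks cytotoxicity. Plated cells grew 12 h at 37 °C, 5% CO2, received 23 nL compound for 24 h, then got luciferase reagent, read after 12 min at RT.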
WRN inhibitor – WRN helicase (human) inhibition; Q14191; WRN helicase unwinding, fluorescent forked duplex, kinetic; Potency, µM (highest dose often 114 µM), for the others: top-dose activity change, negative = inhibition, hits mostly inhibitors; 0.46% of 360,000 active; AID 651768; also: potency is read from the fitted curve at half-maximal effect; % is scaled to controls: 0 for no effect and ±100 for the full control effect; nearly all actives have a fitted effect of over 55% in size
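Enzyme (20 nM final) and test compound sit together 15 min at room temperature before substrate addition. Substrate is a single-forked duplex oligonucleotide (100 nM) labelled with fluorophore and quencher, with 2 mM ATP; helicase unwinding raises red fluorescence, read kinetically.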
DRD3 antagonist – blocks the human D3 dopamine receptor | AID 652054 | max response, negative = inhibition, % | P35462 | D3R cells, DiscoveRx beta-arrestin luminescence, antagonist mode; stronger effect = lower value | 2.5% of 360,000 active; in the data active = max response below about -50%; inconclusive = no clear call, values can overlap the other calls; also: % is scaled to controls: 0 for no effect and ±100 for the full control effect; mostly tested at two doses, the higher about 12 µM
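Cells plated overnight at 1500 cells/well, then exposed to library compounds with dopamine controls for 90 minutes at 37 degrees C. DiscoveRx reagent added for 30–60 minutes at room temperature; luminescence read, quantitative HTS format.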
PI5P4K alpha inh – inhibitors of human PI5P4K alpha | P48426 | PI5P4Kalpha enzyme, ADP-Glo luminescence, 60 min; stronger effect = lower value | max response, % | 1.2% of 330,000 active | AID 652105; active = max response of -50% or lower; inconclusive = between -30% and -50%; inactive = -30% or higher; also: value at the top dose of about 77 µM; % is scaled to controls: 0 for no effect and ±100 for the full control effect
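PI5P4Kalpha ADP-Glo assay; 5 microM ATP final; 60 min RT reaction; HEPES pH 7.4/EGTA/CHAPS, 5% DMSO; controls lacking substrate or enzyme; luminescent end-point.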
GLP-1R agonist – agonists of human GLP-1 receptor; P43220; HEK293 GLP-1R CRE-luciferase, luminescence, 4-6 h; cells express a hypersensitive GLP-1R form; Potency, µM (highest dose often 45.6 µM), for the others: top-dose activation, actives largely listed as activators; 0.007% of 380,000 active; also: potency is read from the fitted curve at half-maximal effect; % of control where 0% means no effect
Target sequence (P43220 whole entry, looked up): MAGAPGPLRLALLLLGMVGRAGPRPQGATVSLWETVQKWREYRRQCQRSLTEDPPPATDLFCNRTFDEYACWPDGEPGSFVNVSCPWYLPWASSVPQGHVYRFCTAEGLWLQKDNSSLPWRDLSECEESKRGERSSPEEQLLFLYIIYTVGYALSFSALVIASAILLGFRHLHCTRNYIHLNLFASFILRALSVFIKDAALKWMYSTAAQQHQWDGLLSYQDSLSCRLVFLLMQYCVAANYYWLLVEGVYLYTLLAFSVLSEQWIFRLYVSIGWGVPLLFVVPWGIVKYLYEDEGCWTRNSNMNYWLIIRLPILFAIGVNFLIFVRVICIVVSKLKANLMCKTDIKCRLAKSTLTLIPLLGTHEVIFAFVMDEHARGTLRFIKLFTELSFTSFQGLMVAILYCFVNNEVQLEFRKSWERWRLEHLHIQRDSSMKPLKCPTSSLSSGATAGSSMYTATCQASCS
D3 ag – agonists of human D3 dopamine receptor. max activation, %. D3R DiscoveRx beta-arrestin cells, luminescence, 90 min. 0.58% of 410,000 active. P35462; in the data active = max activation above about 30%; also: 0% is about no effect; mostly tested at two doses, the higher about 12 µM
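Agonist-mode cell screen: cells plated at 1500/well and incubated overnight at 37 °C, then exposed to library compounds for 90 min at 37 °C. Detection reagent was added for 30–60 min at room temperature, and luminescence was read.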
IL2 activator – activates IL-2 in a cell-based reporter assay. IL-2 activation reporter assay, cell-based qHTS; stimulated with anti-CD3/CD4/CD28 beads; in transgenic mouse T cells. activation, % (series mostly up to about 46 µM). 0.065% of 360,000 active; in the data active = activation above about 50%; inconclusive = mostly about 30% to 49%; also: 0% is about no effect
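Unstimulated transgenic mouse T cells, 750 per well, received compound and, after 60 minutes, anti-CD3/anti-CD4 bead plus anti-CD28 stimulation. EGFP and DsRed were quantified after 18 hours.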
PLK1 PBD inh – blocks phosphopeptide binding to human PLK1 polo-box domain | 2.8% of 360,000 active | Plk1 PBD binding of FITC phosphopeptide, fluorescence polarization | P53350 | Potency, µM, without a hit: max response, negative = inhibition, actives largely listed as inhibitors; also: potency is read from the fitted curve at half-maximal effect; series mostly up to about 57 µM; % is scaled to controls: 0 for no effect and ±100 for the full control effect; nearly all actives have a fitted effect of over 65% in size
Target sequence (P53350 whole entry, looked up, the tested form may be a part): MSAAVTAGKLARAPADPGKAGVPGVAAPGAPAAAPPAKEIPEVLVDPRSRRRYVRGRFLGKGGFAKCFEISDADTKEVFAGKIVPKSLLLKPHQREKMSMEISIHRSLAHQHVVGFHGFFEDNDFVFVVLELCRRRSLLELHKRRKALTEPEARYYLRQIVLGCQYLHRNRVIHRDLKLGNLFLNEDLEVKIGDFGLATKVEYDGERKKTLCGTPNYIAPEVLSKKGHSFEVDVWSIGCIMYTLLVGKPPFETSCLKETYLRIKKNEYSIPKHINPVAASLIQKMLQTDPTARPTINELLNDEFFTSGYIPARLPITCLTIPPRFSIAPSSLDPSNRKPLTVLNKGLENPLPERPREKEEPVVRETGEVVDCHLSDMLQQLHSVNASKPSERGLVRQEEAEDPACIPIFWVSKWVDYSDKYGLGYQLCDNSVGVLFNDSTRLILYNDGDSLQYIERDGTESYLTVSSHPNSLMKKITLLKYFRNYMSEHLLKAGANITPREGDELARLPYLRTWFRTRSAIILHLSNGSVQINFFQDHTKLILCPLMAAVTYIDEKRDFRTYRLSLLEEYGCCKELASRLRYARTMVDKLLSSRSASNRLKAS
GLP-1R inv ag – GLP-1 receptor (human) inverse agonism; P43220; 1.6% of 410,000 active; Potency, µM (series often up to 38.3 µM), for the others: at the top dose activity change, negative = inhibition, most hits filed as inhibitors; HEK293 GLP-1R CRE-luciferase, luminescence, 24 h; GLP-1R form is constitutively active; also: potency is read from the fitted curve at half-maximal effect; % is scaled to controls: 0 for no effect and ±100 for the full control effect; nearly all actives have a fitted effect of over 55% in size
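GLP-1R inverse agonism mode: basal reporter luminescence in engineered HEK293 cells measured after one day of compound exposure at 37 deg C, with a 12 min room-temperature detection step.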
* marks the source's active call; other numbers are inactive results; ? = inconclusive; / = no result given; & = joins results of further samples; [ ] = remark or other dose. Unless noted, calls follow the shape of the dose curve; as a rule, active = well fitted curve in the direction sought with a large enough effect; inconclusive = small, poorly fitted or top-dose-only effect, or another doubt; inactive = no such curve, though single readings can be large; an effect the other way counts as inactive or inconclusive.

SMILES	GLP1R cytotox	WRN inhibitor	DRD3 antagonist	PI5P4K alpha inh	GLP-1R agonist	D3 ag	IL2 activator	PLK1 PBD inh	GLP-1R inv ag
COc1ccc(C(C)(O)c2nc(-c3cccc(C(=O)O)c3)cs2)cc1 (stereo not given)	1%	-2%	8	10	-6%	7	0.1	1%	49%[activator]
COCCNC(=O)[C@H]1N2C(=O)c3c(ccc(OC)c3OC)C2SC1(C)C (stereo not given in full)	9%	3%	-16	4	-4%	-4	-0.8	-3%	10%
CCCN(CCC)S(=O)(=O)c1ccc(C(=O)Nc2nnc(-c3cc(OC)cc(OC)c3)o2)cc1	-16%	2%	-13	3	-11%	-2	-0.1	-12%	1%
O=S(=O)(c1cccc(-c2csc(-c3ccccc3)n2)c1)N1CCOCC1	-3%	-7%	-5	-13	10%	-8	-3.1	-28%	-21%
Cc1ccc(NC2=CC(=O)CC(C)(C)C2)c(N)c1	-9%	-6%	-3	1	2%	-4	-0.5	-6%	11%
CC(C)c1ccc(NC(=O)N2CCc3ccccc3C2)cc1	-12%	6%	?	-8	22%	-28	-0.5	-18%	?
Cc1cc(C(=O)NCCCN2CCCC2=O)cs1	-18%	-2%	13	/	1%	4	-0.2	-5%	2%
CN1CCN(c2ccccc2NC(=O)c2ccc(-c3cccc(Cl)c3)o2)CC1	?	-9%	6	1	15%	-1	-1.1	-3%	?
CSCCC(NC(=O)COc1ccccc1)C(=O)N1CCN(c2cccc(C(F)(F)F)c2)CC1 (stereo not given)	-24%	-11%	7	4	14%	-10	-2.6	11%	?
Cc1ccc(/C=N/Nc2ccc3c(C(F)(F)F)cc(C(F)(F)F)nc3n2)cc1	-2%	-28%	23	4	-27%	3	9.8	-5%	14%
CCCN(CC1CC1)c1nc(C)nc(Nc2c(Cl)cc(Cl)cc2Cl)c1Cl	-11%	0%	12	6	2%	-12	-0.3	-3%	?
Cc1c(C)c2ccc(OS(C)(=O)=O)cc2oc1=O	-5%	1%	1	-5	4%	3	1.1	-7%	25%
CC(CNC(=O)CCn1c(=O)c2cccn2c2ccc(F)cc21)c1ccccc1 (stereo not given)	-3%&1%	-2%	-3	9	3%	1&-6	0.2	-6%	?
COC(=O)C1=C(C)OC(N)=C(C#N)C1c1ccco1 (stereo not given)	-2%	0%[57.1 µM]	0	-15	-4%	3	-1.7	-6%	35%[activator]
Cc1nc2ccccc2c2oc(C(=O)N3CCN(C(=O)c4ccco4)CC3)cc12	3%	-6%	10	-2	1%	3	-0.2	-9%	9%
COC(=O)[C@]1(C)N[C@H](CN(C)S(=O)(=O)c2ccc(OC)cc2)[C@@H]2C(=O)N(C)C(=O)[C@@H]21	2%	-8%	-14	1	-1%	14	1.0	-12%	7%
O=C(COC(=O)Cn1cnc2ccccc2c1=O)NCc1ccccc1Cl	5%	3%	2	-6	9%	-1	-0.4	1%	-12%
COCC(C)n1c(SCc2cc(C(=O)OC)c(C)o2)nc2ccccc2c1=O (stereo not given)	3%	-21%	9	12	?	-6	-2.3	1%	?
Cc1ccc(C2CC2C(=O)NNC(=S)Nc2cccc(C)c2)cc1 (stereo not given)	-1%	10%	27	/	2%	0	0.3	-8%	0%
Cc1ccc(NC(=O)NC(=O)c2ccccc2)cc1F	-5%	5%	12	1	2%	0	-0.6	1%	23%
CSc1nnc(NC(=O)c2ccc3c(c2)OCO3)s1	-1%	6%	-4	-2	-4%	-2	-1.6	-12%	?
Cc1c(Cl)cccc1NC(=O)CCN1C(=O)NC(C)(C)C1=O	-5%	0%	13	-4	10%	0	0.2	2%	0%
COc1ccc(C2C(C#N)=C(C)NC(C)=C2C(=O)OC(C)C)c(OC)c1 (stereo not given)	0%	-7%	-2	0	17%	-9	-3.1	-4%	?
CCCCn1nnc(NC(=O)c2cc3ccccc3o2)n1	-1%	-2%	-9	-2	0%	-4	-0.6	-7%	3%
O=C(Nc1ccccc1)C1CCN(S(=O)(=O)c2cccs2)CC1	4%	-2%	8	8	-5%	-15	-0.8	5%	14%
SMILES	GLP1R cytotox	WRN inhibitor	DRD3 antagonist	PI5P4K alpha inh	GLP-1R agonist	D3 ag	IL2 activator	PLK1 PBD inh	GLP-1R inv ag
CCOC(=O)c1c(C)c(C(=O)NCc2ccco2)c(C)n1C	2%	-1%	9	2	-1%	1	-0.2	14%	-4%
COc1ccc(CN(C(=O)COc2ccc(C)c(C)c2)C2CCS(=O)(=O)C2)cc1OC (stereo not given)	1%	1%	-3	-1	-5%	-3	-0.1	-9%	4%
O=C(Cn1c(CO)nc2ccccc21)Nc1ccc2c(c1)OCCCO2	3%	-3%	-16	-5	-2%	1	-0.3	-13%	-5%
COc1cccc(C2=NOC(C(=O)Nc3cc(C)on3)C2)c1 (stereo not given)	4%	1%	6	-19	1%	1	-0.9	-3%	54%[activator]
CC(C)(C)c1ccc(S(=O)(=O)N2CCN(CC(O)COCC3CCCO3)CC2)cc1 (stereo not given)	-10%	-3%	10	1	-2%	3	0.9	4%	-23%
CS(=O)(=O)c1ccc(Cl)c(NC(=O)Cc2c(F)cccc2Cl)c1	-6%	3%	-7	-4	-5%	1	1.0	1%	0%
COc1cccc(NC(=O)CN(C)C(C)C(=O)Nc2cc([N+](=O)[O-])ccc2Cl)c1 (stereo not given)	5%	1%	8	-8	3%	-5	-3.0	2%	-9%
CC(C)C(c1nnnn1C(C)(C)C)N1CCN(c2cccc(Cl)c2)CC1 (stereo not given)	0%	-2%	0	-27	-22%	-5	-2.2	3µM*	?
COc1ccc(CNC(=O)C2CCN(S(=O)(=O)c3ccc4c(c3)NC(=O)C(C)S4)CC2)cc1 (stereo not given)	4%	-17%	1	4	-5%	-7	-1.3	-10%	-12%
Nc1nnc(CC(=O)N/N=C/c2cccc(OCCOc3ccccc3)c2)s1	0%	-12%	?	6	-1%	3	0.2	1%	-9%
COC(=O)[C@H](CCSC)NC(=O)N1CCC(C)CC1	-1%	1%	23	/	-7%	5	-2.2	-1%	4%
COc1ccc(Cl)cc1NC(=O)CN1CCN(Cc2ccccc2)CC1	7%	-1%	?	11	2%	-14	1.8	4%	?
Cc1ccc(C2CC(=O)c3cnn(-c4nc(C)cc(C)n4)c3C2)cc1 (stereo not given)	-18%	-26%[57.1 µM]	-6	-6	20%	-1	-3.7	-6%	35%[activator]
OC(c1ccc(F)c(F)c1)c1ncc(-c2ccc(Cl)cc2)[nH]1 (stereo not given)	-6%	-6%	-2	12	18%	-12	-0.1	-4%	?
c1ccc(-c2cnnc(N3CCOCC3)n2)cc1	6%	-5%	-15	-21	24%	-9	2.7	-5%	0%
COc1cccc(Cn2cnc(-c3ccccc3OC)c2-c2cccs2)c1	1%	-2%	?	-9	10%	-10	-0.6	-15%	?
COc1ccccc1CN(C)C(=O)c1ccc(S(=O)(=O)NCc2ccco2)cc1	-5%	3%	3	4	6%	0	0.0	-2%	11%
Cc1ccc(NC(=S)c2nc3ccccc3[nH]2)c(C)c1	-10%	2%	0	-1	0%	5	-0.5	?	?
CCN(CC)S(=O)(=O)c1ccc(N2CCCC2)c(NC(=O)CN2C(=O)NC3(CCCC3)C2=O)c1	-6%	-27%	19	-24	-10%	4	-0.2	-1%	39%[activator]
Cc1ccc2c(C(=O)CN3CCCC(C)C3)c(C)[nH]c2c1 (stereo not given)	-11%	7%	0	1	4%	-8	0.7	-8%	-39%
CCC1CCCCN1C(=O)C(=O)c1cn(CC(=O)N(CC)CC)c2ccccc12 (stereo not given)	-6%	8%	-18	1	-1%	4	-2.2	-7%	1%
Nc1nc2c(s1)C(=O)CC(c1ccccc1)C2 (stereo not given)	-31%	-8%	-15	5	1%	0	0.3	-20%	3%
O=C(/C=C/c1ccccc1)NC(NC(=S)Nc1ccc(Cl)cc1)C(Cl)(Cl)Cl (stereo not given)	?	-24%	-19	-21	-12%	-6	-0.9	27µM*	?
CC(=O)N1CCc2cc(S(=O)(=O)CCC(=O)NCc3ccc4c(c3)OCO4)ccc21	-16%	-2%	39	-19	-8%	-2	1.1	-8%	4%
CN(C(=O)CSc1nc(N)nn1-c1ccccc1)c1ccccc1	4%	3%	8	4	0%	0	0.4	-1%	5%
SMILES	GLP1R cytotox	WRN inhibitor	DRD3 antagonist	PI5P4K alpha inh	GLP-1R agonist	D3 ag	IL2 activator	PLK1 PBD inh	GLP-1R inv ag
Cc1nnc(NC(=O)CSc2nc3ccccc3[nH]2)s1	-7%	-4%	-3	-1	-1%	4	-0.8	-1%	-13%
CCn1c(CNC(=O)c2ccco2)nnc1SCCOc1ccccc1	1%	0%	4	-15	1%	-5	-0.8	-4%	0%
Cc1cc(NC(=O)CCC(=O)N(CC(=O)NC2CCCC2)c2ccc(C(C)C)cc2)no1	12%	-2%	1	0	8%	-13	-1.5	-5%	?
NC(CC(=O)NC(c1ccccc1)(c1ccccc1)c1ccccc1)C(=O)O (stereo not given)	12%	6%	9	2	0%	5	-2.7	-2%	9%
O=C1N(CCCCN2C(=O)C3(OCCO3)c3ccccc32)c2ccccc2C12OCCO2	5%	-3%	-17	-5	13%	1	-0.2	-10%	0%
O=C(O)c1ccc2c(c1)C(=O)N(c1ccc([N+](=O)[O-])cn1)C2=O	1%	-20%	0	-9	0%	-2	0.2	-20%	2%
Cc1ccc([C@H]2C(C(=O)O)=CC[C@@H](c3ccc(Cl)c(Cl)c3)N2S(=O)(=O)c2ccc(C)cc2)cc1	-11%	-5%	-27	-4	-2%	-35	-0.5	30µM*	10µM*
Cc1ccc(C)c(S(=O)(=O)NCc2ccc(C(=O)NCc3ccccn3)cc2)c1	-4%	-1%	47	-2	-3%	-13	2.7	-14%	-5%

Sorted by number of heavy atoms (smallest number first): some entries from above
SMILES	GLP1R cytotox	WRN inhibitor	DRD3 antagonist	PI5P4K alpha inh	GLP-1R agonist	D3 ag	IL2 activator	PLK1 PBD inh	GLP-1R inv ag
Cc1nnc(NC(=O)CSc2nc3ccccc3[nH]2)s1	-7%	-4%	-3	-1	-1%	4	-0.8	-1%	-13%
NC(CC(=O)NC(c1ccccc1)(c1ccccc1)c1ccccc1)C(=O)O (stereo not given)	12%	6%	9	2	0%	5	-2.7	-2%	9%
Cc1ccc(C)c(S(=O)(=O)NCc2ccc(C(=O)NCc3ccccn3)cc2)c1	-4%	-1%	47	-2	-3%	-13	2.7	-14%	-5%
Cc1cc(NC(=O)CCC(=O)N(CC(=O)NC2CCCC2)c2ccc(C(C)C)cc2)no1	12%	-2%	1	0	8%	-13	-1.5	-5%	?
